High-throughput results: PubChem, several laboratories
WT yeast gro inh: growth inhibition of WT yeast, mitochondrial fusion screen. inhibition, % at 10 µM. mitochondrial fusion phenotypic screen, WT strain. 190,000 tested, 2.1% active; in the data active means inhibition above about 58%; tested in S. cerevisiae
Yfh1-depleted yeast: enhancers of respiration in Yfh1-depleted yeast, dose response, Friedreich's ataxia, plus single-dose screen (AID 1465) | S. cerevisiae Yfh1-off respiration, WST-1 reduction, 72 h; higher fold induction means a stronger effect | fold induction at 50 µM, or EC50 in µM where a hit was titrated | 220,000 tested, 0.074% active;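 active means fold induction of absorbance versus untreated yeast above a set limit, then at least 30% activation at any dose in follow-up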;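 further: activators that raise dye reduction in frataxin-depleted yeast; strong numbers were not always called active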
NOD2 inhibition: NOD2 signaling inhibitors, cell-based, luminescence, uHTS, HEK293 (AID 1566); 290,000 tested, 0.63% active; HEK293 NOD2/NF-kB luciferase reporter, luminescence; higher % means a stronger effect; one-dose inhibition, % at 4 µM; EC50 in µM for titrated hits; in the data active means inhibition above about 50%; further: many of its hits are not listed in these tables
MT stabilizer: stabilizes microtubules in HeLa cells; HeLa tubulin immunostaining HCS, 24 h; share of cells brighter than vehicle mean+2SD; 200,000 tested, 0.83% active; % tubulin-high responders, % at 10 µM;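 active means plate Z-score above 3 for both tubulin-high and condensed-nucleus cell shares, with cell loss under 80%, at 10 µM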;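 further: anti alpha tubulin signal scored within the nucleus-defined area of each cell; some results filed as inactive read as strong as hits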
Ins promoter up: MIN6 insulin promoter up-regulation. MIN6 insulin promoter-GFP reporter, high-content imaging; stronger effect = higher value. z-score at 5 µM. 190,000 tested, 0.3% active;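 active means z-score above 3 at 5 µM with at least 500 cells counted in the well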
bCat nuc transl: modulators of beta-catenin nuclear translocation; nuclear translocation activity, % at 5 µM; HeLa beta-catenin nuclear translocation, immunofluorescence imaging; 190,000 tested, 0.3% active;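 active means nuclear translocation activity above 50% at 5 µM, with a well cell count of 50 or more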;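 further: per-cell ratio of nuclear to cytoplasmic median beta-catenin stain intensity; plate controls were DMSO negative control for no effect and GSK-3 inhibitor IX positive control for full effect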
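System: HeLa cells, endogenous beta-catenin; compound dosing: 5 µM primary single dose, 0.1% DMSO, 0.02–20 µM confirmation series; incubation: 24 h compound exposure at 37°C, 5% CO2; signal: beta-catenin immunofluorescence imaging with DAPI; evaluation: % activation, nuclear-to-cytoplasmic median beta-catenin signal ratio per cell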
Dynein cargo inh: dynein cargo transport inhibition; z-score, hits read low; 220,000 tested, 0.47% active; 3617.4 mouse cells, GR-EGFP nuclear translocation imaging; test concentration mostly 20 µM; stimulated with dexamethasone, 1 µM; stronger effect = lower value;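 active means plate z-score of nuclear minus cytoplasmic receptor signal below a set negative limit, without overly bright fluorescence or cell loss, cut at about -3.5 in these data, passing the limit was not always enough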;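 further: z-score of nuclear minus cytoplasmic ring GR-EGFP intensity difference per well; some compounds called inactive have numbers as strong as hits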
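Schedule: 48 h induction, then 1 h compound, then 30 min agonist, 37 °C. Buffer or medium: tetracycline-free induction medium containing charcoal-stripped FBS. Reagent: 1.0 µM final dexamethasone stimulus. Evaluation: nuclear versus cytoplasmic GR-EGFP signal, averaged per well. Signal: high-content fluorescence imaging after fixation.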
Autophagy mod: modulators of autophagy; MEF GFP-LC3 puncta imaging; test concentration mostly 10 µM; AID 463193; 190,000 tested, 0.98% active; calls only at 10 µM (by protocol);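 active means percentage of spot-positive cells more than 3 SD above its plate mean, without a fluorescence outlier flag or 80% toxicity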;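 further: spot-positive cell cutoff set from DMSO-treated cells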
Lipid droplet: modulators of hepatic lipid droplet formation | AML12 mouse hepatocytes, oleate lipid droplets, BODIPY imaging | 240,000 tested, 0.4% active | inhibition, % at 6.5 µM;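 active means lipid droplet intensity inhibited by at least 50%, with more than 500 cells counted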
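Material – mouse AML12 hepatocyte cell line, fixed after treatment · Compound dosing – one dose, 6.5 µM compound · Times – compound with oleate, overnight · Measured by – Image-based BODIPY and DAPI two-channel analysis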
WT yeast gro inh mutant strain: further read-out of WT yeast gro inh, marked with its call; inhibition, %; mitochondrial fusion phenotypic screen, mutant strain inhibition
Dynein cargo inh cytoplasmic EGFP: recorded beside Dynein cargo inh, whose call it bears; z-score; measured here: cytoplasmic GR-EGFP intensity; stronger effect = higher value
Dynein cargo inh nuclear GR-EGFP: also measured in Dynein cargo inh; calls as there; z-score; measured here: nuclear GR-EGFP intensity;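 lower value marks the stronger effect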
Dynein cargo inh cell count: recorded beside Dynein cargo inh, whose call it bears; z-score; measured here: cell count per field
Ins promoter up cell count: second read-out of Ins promoter up, no call of its own (marks repeat the call); cell count; measured here: cytotoxicity, nuclei count;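 total cells summed across four imaged fields per well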
Lipid droplet cells 6.5 µM: second read-out of Lipid droplet, no call of its own (marks repeat the call); cell count; measured here: cell count, cytotoxicity flag;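 cells counted across two imaged fields per well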
bCat nuc transl cell count 5 µM: second read-out of bCat nuc transl, no call of its own (marks repeat the call); cell count; measured here: cell count, cytotoxicity flag
MT stabilizer Hoechst-high %: second read-out of MT stabilizer, no call of its own (marks repeat the call); % Hoechst-high responders; measured here: nuclear condensation Hoechst responders;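 share of cells brighter than vehicle mean plus two SD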
MT stabilizer cytotoxicity %: further read-out of MT stabilizer, marked with its call; toxicity, %; measured here: cytotoxicity by cell density;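 0% = mean cell density of plate MIN control wells and 100% = no cells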
Autophagy mod cell loss 18 h: further read-out of Autophagy mod, marked with its call; toxicity, %; measured here: cell loss, nuclei count;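 cell loss after 18 h compound exposure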
Numbers without * were called inactive; i = inactive; / = no result given. This is a subset, so the mix of outcomes need not match the whole.

SMILES	WT yeast gro inh	WT yeast gro inh mutant strain	Yfh1-depleted yeast	NOD2 inhibition	MT stabilizer	MT stabilizer Hoechst-high %	MT stabilizer cytotoxicity %	Ins promoter up	Ins promoter up cell count	bCat nuc transl	bCat nuc transl cell count 5 µM	Dynein cargo inh	Dynein cargo inh cytoplasmic EGFP	Dynein cargo inh nuclear GR-EGFP	Dynein cargo inh cell count	Autophagy mod	Autophagy mod cell loss 18 h	Lipid droplet	Lipid droplet cells 6.5 µM
Cc1ccc(CNC(=O)C2(C)Oc3ccccc3NC2=O)cc1 (stereo not drawn)	-12	-67	i	13%	2.7	2.1	9.3	/	/	-14	1223	1.5	-0.44	0.41	0.00066	i	8	9	789
O=C(NC1CC1)C1CCN(C2CCN(C(=O)CSc3ccccc3)CC2)CC1	/	/	i	10%	/	/	/	0.34	1181	-0.1	1324	-0.8	-0.26	0.0011	1.8	/	/	2	710
CN1C2CCC1/C(=C\c1ccc(F)cc1)C(=O)/C2=C/c1ccc(F)cc1	-25	-17	i	8%	3.9	3.1	4.4	1.4	1283	-1.8	1058	0.39	-0.2	0.98	-0.51	i	18	4	606
COc1cc2c3c(c1OC)C1(C=CC(=NO)C=C1)CC3N(C(C)=O)CC2 (stereo not drawn)	-5	-3	i	13%	2.3	2.6	6.5	0.7	1513	-4.5	1416	0.55	-0.22	0.64	-0.24	i	16	/	/
Cc1occc1C(=O)Nc1ccc2c(c1)OCCO2	15	-16	i	-42%	3.5	2.4	4.1	1.3	1139	-3.0	1134	-0.4	-0.17	-0.23	0.2	i	18	1	757
Cc1ccc(OCC(=O)N(c2ccccn2)C2CCCCC2)c(C)c1	21	-13	i	15%	1.3	2.4	5.2	-0.39	1427	-2.1	1094	0.46	-0.32	-0.051	0.16	i	-2	1	668
COC(=O)c1nn(-c2ccc(-c3ccccc3)cc2)cc1O	14	3	i	-211%	3.5	1.7	6.2	0.4	1247	-1.6	1164	-1.1	-0.13	-0.25	-0.25	i	12	/	/
O=C(Cc1cccs1)Nc1ccc(-c2nc3ccccc3[nH]2)cc1	3	-7	i	-150%	3.1	1.9	2.7	-1.4	1320	7.8	1311	0.42	-0.2	0.78	0.18	i	19	/	/
COc1cc(OC)c(-c2nc3ccccc3s2)cc1OC	9	-4	i	-2%	1.3	1.4	9.2	-0.41	1320	-2.2	959	-0.79	-0.34	-0.28	1.4	i	3	3	739
CC(n1cnnn1)C12CC3CC(CC(C3)C1)C2 (stereo not drawn)	-6	3	i	21%	2.8	2.9	2.4	-0.5	1365	/	/	0.48	-0.13	1.1	-1.6	i	1	4	707
COc1ccc(CNC(=O)CSc2nnnn2Cc2ccccc2)cc1	16	17	i	8%	4.3	2.4	6.0	-0.8	1470	-7.9	939	2.1	-0.14	1.7	-2	i	8	/	/
CN(/N=C/C=C/c1ccccc1)C1=NS(=O)(=O)c2ccccc21	13	4	i	1%	2.3	2.5	1.4	-0.38	1529	-2.2	1075	0.2	-0.23	0.21	0.026	i	24	2	582
Cc1ccc(S(=O)(=O)N2Cc3ccccc3CC2C(=O)Nc2ccc3c(c2)OCO3)cc1 (stereo not drawn)	17	24	i	-27%	1.5	1.4	5.7	0.16	851	-1.7	1209	-0.88	-0.28	-0.51	0.45	i	-15	-13	776
CCOC(=O)c1cnc2c(-c3ccccc3OC)c(C)nn2c1C	10	5	i	7%	2.1	1.5	6.7	-1.2	1293	-0.6	1455	-0.041	-0.27	-0.016	0.61	i	12	2	695
CN(C)C(=O)Cn1c(SCC(=O)NCc2ccc3c(c2)OCO3)nc2ccccc21	1	5	i	9%	3.1	2.0	5.8	0.56	1325	-6.9	1043	0.99	-0.07	-0.071	-0.37	i	-8	-6	690
Cc1ccc(N2C(=O)CC(N3CCN(C4CCc5ccccc5C4)CC3)C2=O)cc1 (stereo not drawn)	1	-2	i	15%	1.6	1.7	3.7	0.17	1289	-3.0	907	-1.1	-0.21	-0.26	0.95	i	1	/	/
COC(=O)c1ccc(C(=O)OC)c(NC(=S)N2CCN(c3cccc(Cl)c3)CC2)c1	24	18	i	3%	2.2	2.2	9.6	-0.2	1165	/	/	1.3	-0.21	0.31	-1.2	i	10	-2	652
COC(=O)c1nn(Cc2ccccc2)c(=O)c2ccccc12	-6	9	i	15%	4.2	2.2	4.5	0.14	1276	1.5	909	0.072	-0.18	0.099	0.99	i	6	1	623
O=C(CSCc1ccccc1)N1CCN(c2ccccc2)CC1	-12	13	i	-69%	2.7	2.6	5.1	0.3	1364	1.6	943	-0.43	-0.24	-0.05	0.2	i	11	3	724
O=C(COC(=O)c1cnccn1)c1cccc([N+](=O)[O-])c1	/	/	i	16%	/	/	/	0.48	986	-0.1	1231	0.055	-0.22	-0.088	0.1	/	/	6	731
CC(C(=O)NN)n1nnc(N2CCOCC2)n1 (stereo not drawn)	/	/	i	5%	/	/	/	-0.67	1145	2.9	1237	-0.66	-0.25	-0.32	-0.033	/	/	-21	585
CCn1c(SCc2nc3ccccc3[nH]2)nnc1-c1ccncc1	-1	18	i	4%	2.4	1.9	28	-0.66	1272	/	/	-0.2	-0.22	-0.098	-0.33	i	0	3	674
CCOCCCNC(=O)c1c[nH]c2cc(OC)ccc2c1=O	-15	-18	i	13%	2.6	2.7	11	-0.21	1551	0.8	989	1.2	0.031	0.91	-0.66	i	17	2	685
O=C(CC1SC(=NCc2ccccc2)NC1=O)Nc1ccccc1 (stereo not drawn)	-7	-11	i	-4%	6.2	2.5	11	0.47	1292	/	/	2.1	0.027	1.5	-2.2	i	-4	-18	652
O=C1c2ccccc2C(=O)C12OC2c1ccc(Cl)cc1 (stereo not drawn)	-17	5	i	-8%	4.3	4.4	9.0	0.02	1242	-0.2	933	-1.3	-0.19	-0.95	1.2	i	-6	2	689

Next part (two carried over from the part before).
SMILES	WT yeast gro inh	WT yeast gro inh mutant strain	Yfh1-depleted yeast	NOD2 inhibition	MT stabilizer	MT stabilizer Hoechst-high %	MT stabilizer cytotoxicity %	Ins promoter up	Ins promoter up cell count	bCat nuc transl	bCat nuc transl cell count 5 µM	Dynein cargo inh	Dynein cargo inh cytoplasmic EGFP	Dynein cargo inh nuclear GR-EGFP	Dynein cargo inh cell count	Autophagy mod	Autophagy mod cell loss 18 h	Lipid droplet	Lipid droplet cells 6.5 µM
O=C(CC1SC(=NCc2ccccc2)NC1=O)Nc1ccccc1 (stereo not drawn)	-7	-11	i	-4%	6.2	2.5	11	0.47	1292	/	/	2.1	0.027	1.5	-2.2	i	-4	-18	652
O=C1c2ccccc2C(=O)C12OC2c1ccc(Cl)cc1 (stereo not drawn)	-17	5	i	-8%	4.3	4.4	9.0	0.02	1242	-0.2	933	-1.3	-0.19	-0.95	1.2	i	-6	2	689
O=C(N/N=C/c1ccco1)c1cccc(S(=O)(=O)Nc2ccccc2Cl)c1	16	-7	i	10%	3.1	2.7	4.7	1.1	1244	/	/	-0.57	-0.24	-0.2	1	i	-15	-1	618
COc1ccc(OC)c(S(=O)(=O)N2CCC(C(=O)N3CCOCC3)CC2)c1	3	4	i	12%	1.9	1.4	7.6	-0.32	1496	-0.1	1012	-0.31	-0.31	0.071	0.31	i	17	5	699
CCn1c(-c2csc3c2CCCC3)n[nH]c1=S	-1	0	i	12%	4.1	6.1	1.0	/	/	-0.2	901	-0.047	-0.32	0.0099	0.18	i	-11	0	662
O=C(c1ccccc1)c1ccc(OCC(O)CN2CCN(Cc3ccccc3)CC2)cc1 (stereo not drawn)	-1	-4	i	29%	4.9	2.0	1.2	-0.22	710	-1.0	1436	2.1	0.6	1.2	-0.86	i	8	/	/
CCCCC1=CC2=C(c3ccco3)C(=O)C(C)(OC(=O)c3ccc(OC)cc3)C(=O)C2=CN1C1CC1 (stereo not drawn)	/	/	i	21%	/	/	/	-1.8	1033	-0.7	1130	-0.34	-0.71	-0.11	0.026	/	/	-14	650
CC(C)(C)c1ccc(OCC(=O)N2CCCCCC2)c(Br)c1	68*	16*	i	-97%	3.0	2.7	8.4	0.02	1348	0.0	1380	1.1	-0.29	0.8	-1	i	20	7	687
O=C(C1=C[C@@H](c2ccc(Br)cc2)C[C@@H](OCCCCO)O1)N1CCN(Cc2ccccc2)CC1	5	5	i	22%	2.3	3.7	1.8	0.27	1341	3.3	1010	-0.33	-0.23	0.11	-0.7	i	-3	-4	569
O=C(NCc1ccc2c(c1)OCO2)c1cccnc1	-12	-7	i	12%	4.0	3.0	4.8	-0.16	1592	-7.1	900	0.51	-0.24	0.12	-0.57	i	-4	/	/
Cn1c(SCC(=O)Nc2cccc(F)c2)nc2c([nH]c3ccccc32)c1=O	3	5	i	-1%	2.1	2.2	14	-0.14	1502	-2.7	1126	-0.38	0.7	0.32	-0.4	i	10	-2	741
COCCN=C1Sc2nc3c(C)cccc3cc2CN1Cc1ccco1	-12	12	i	1%	2.6	1.2	9.0	-0.25	1532	0.8	1466	-0.14	-0.21	-0.9	0.5	i	-5	/	/
C=CCn1c(NCCO)nc2sc3c(c2c1=O)CCC3	-11	-18	i	21%	2.0	2.4	7.7	-0.58	1894	-0.4	1099	-0.62	-0.2	-0.031	0.41	i	15	15	555
CC(C)C(=O)N1CCN(c2ccc(NC(=O)c3ccc([N+](=O)[O-])o3)cc2Cl)CC1	94*	90*	i	3%	53*	6.8*	79*	0.26	1048	7.4	745	-4.2*	1.9*	-1.9*	-0.81*	i	14	-23	699
